Screening results as filed in PubChem.
influenza NS1A – H1N1 influenza NS1A inhibitors, functional cell based assay (AID 504329); 0.3% of 340,000 active; NS1A functional cell-based assay, percent inhibition; higher % means a stronger effect; inhibition, % at 12.5 µM; hits with a dose series show IC50 in µM; in the data active = a potency from the dose series; inconclusive = inhibition above about 27% without an active follow-up result; note: strong numbers were not always called active
M. tuberculosis – growth inhibition of non-replicating M. tuberculosis (AID 488890); Mycobacterium tuberculosis non-replicating, growth inhibition; higher % means a stronger effect; inhibition, % at 25 µM, or IC50 in µM where a hit was titrated; 0.39% of 320,000 active; in the data active = a potency from the dose series; inconclusive = inhibition mostly from about 82% at the one dose, without a potency; inactive = the rest, 99 in 100 with inhibition below about 76%;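 note: plate controls were DMSO cells for no effect and high antibiotic wells for full effect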
M. tuberculosis HTS – M. tuberculosis growth inhibition, HTS (AID 449762); M. tuberculosis H37Rv growth inhibition, 7H9 media; higher % means a stronger effect; one-dose inhibition, % at 25 µM; IC50 in µM for titrated hits; 0.59% of 330,000 active; in the data active = a potency from the dose series; inconclusive = inhibition above about 70% without an active follow-up result;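 note: bacterial growth assessed after seven days of incubation; strong numbers were not always called active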
Salmonella PhoP GFP – PhoP regulon inhibitors, Salmonella typhi PhoP promoter GFP reporter, confirmatory (AID 1850) | Salmonella Typhi PhoP-promoter GFP reporter, fluorescence, 4 h; higher % means a stronger effect | inhibition, % at 50 µM, or IC50 in µM where a hit was titrated | 0.33% of 310,000 active; in the data active = a potency from the dose series; inconclusive = inhibition mostly from about 25% at the one dose, without a potency; inactive = the rest, 99 in 100 with inhibition below about 19%;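 note: 0% = induced wells with vehicle and 100% = uninduced wells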
inhibitors of VEEV – inhibitors of VEEV TC-83 cytopathic effect, confirmation, Vero cells (AID 588727) | inhibition, % at 20 µM, or IC50 in µM where a hit was titrated | 0.13% of 350,000 active | Vero cells, VEEV TC-83 cytopathic effect inhibition; higher % means a stronger effect; in the data active = a potency from the dose series; inconclusive = inhibition mostly from about 14% at the one dose, without a potency; inactive = the rest, 99 in 100 with inhibition below about 12%; note: strong numbers were not always called active
inhibitors of VEEV 10K pilot screen – recorded beside inhibitors of VEEV, whose call it bears; inhibition, %; measured here: 10K pilot screen inhibition
Numbers without * were called inactive.

Sample of the layout (2 entries):
Cc1ccc(-c2csc3ncn(CC(=O)NCC(c4ccco4)N4CCCC4)c(=O)c23)cc1 (centres undefined) was read as influenza NS1A -2%, M. tuberculosis 34%, M. tuberculosis HTS -7% and inhibitors of VEEV inactive.
For CN(CCc1ccccn1)C(=O)c1cc(COc2ccc(F)cc2F)on1 the results were influenza NS1A -5%, M. tuberculosis 19%, M. tuberculosis HTS 9%, Salmonella PhoP GFP -1% and inhibitors of VEEV 0.3%.

Main list, from the first entry:
Cc1ccc(-c2csc3ncn(CC(=O)NCC(c4ccco4)N4CCCC4)c(=O)c23)cc1 (centres undefined) was read as influenza NS1A -2%, M. tuberculosis 34%, M. tuberculosis HTS -7% and inhibitors of VEEV inactive.
For CN(CCc1ccccn1)C(=O)c1cc(COc2ccc(F)cc2F)on1 the results were influenza NS1A -5%, M. tuberculosis 19%, M. tuberculosis HTS 9%, Salmonella PhoP GFP -1% and inhibitors of VEEV 0.3%.
Screening N#Cc1ccc(NC(=O)Nc2ccc(Oc3ccc(NC(=O)Nc4ccc(C#N)cc4)cc3)cc2)cc1 returned influenza NS1A -5%, M. tuberculosis 18%, M. tuberculosis HTS 2%, Salmonella PhoP GFP -20% and inhibitors of VEEV 1.4%.
Screening CCOc1ccc(NC(=O)c2ccc(NS(=O)(=O)c3cccs3)cc2)cc1 returned influenza NS1A 7%, M. tuberculosis 34%, M. tuberculosis HTS 4%, Salmonella PhoP GFP -13% and inhibitors of VEEV 2.6%.
CCCCN1CC[C@H]2C=CC[C@@H](C(=O)N3CCN(c4ccccc4)CC3)[C@H]2C1=O was read as influenza NS1A -20%, M. tuberculosis 9%, M. tuberculosis HTS 0%, Salmonella PhoP GFP 9% and inhibitors of VEEV 0.8%.
`FC(F)Oc1ccc(-n2cc(-c3ccc(Cl)cc3)[n+]3c2CCCCC3)cc1` gave influenza NS1A -1%, M. tuberculosis 14%, M. tuberculosis HTS 3%, Salmonella PhoP GFP -1% and inhibitors of VEEV 0.9%.
`CCn1c2ccccc2c2cc(NC(=O)COc3ccc(OC)cc3)ccc21` gave influenza NS1A 1%, M. tuberculosis 3%, M. tuberculosis HTS -3%, Salmonella PhoP GFP -3% and inhibitors of VEEV 0.7%.
Screening O=C(COC(=O)c1ccc(Cl)nc1)NCc1cccs1 returned influenza NS1A -7%, M. tuberculosis 37%, M. tuberculosis HTS -1%, Salmonella PhoP GFP 0% and inhibitors of VEEV 1.0%.
Cc1oc(-c2ccc(Cl)cc2)cc1C(=O)/C(C#N)=C/Nc1ccccc1 was read as influenza NS1A -21%, M. tuberculosis 5%, M. tuberculosis HTS 2%, Salmonella PhoP GFP 7% and inhibitors of VEEV 0.2%.
`Cc1cc(C(=O)NNC(=O)CCCOc2ccccc2)c(C)o1` gave influenza NS1A -8%, M. tuberculosis 11%, M. tuberculosis HTS 7%, Salmonella PhoP GFP 0% and inhibitors of VEEV 0.9%.
`COC(=O)Cn1c(O)c(N=NC(=O)c2ccc3c(c2)OCO3)c2ccccc21` gave influenza NS1A 4%, M. tuberculosis -3%, M. tuberculosis HTS -10%, Salmonella PhoP GFP -2% and inhibitors of VEEV 1.1%.
Screening Cc1ccccc1NC(=O)Cc1nnc(SCC(=O)N2CCN(c3ccccc3)CC2)n1C returned influenza NS1A 1%, M. tuberculosis 8%, M. tuberculosis HTS 2%, Salmonella PhoP GFP -14%, inhibitors of VEEV inactive and inhibitors of VEEV 10K pilot screen 0.9.
Screening Cc1cccc(S(=O)(=O)Nc2ccc(-n3c(C)nc4ccccc4c3=O)cc2)c1 returned influenza NS1A -7%, M. tuberculosis 12%, M. tuberculosis HTS 9%, Salmonella PhoP GFP 8% and inhibitors of VEEV 8.6%.
Cc1ccc2[nH]c(=O)c(CN(Cc3cccs3)C(=S)NCc3ccco3)cc2c1 was read as influenza NS1A -4%, M. tuberculosis 9%, M. tuberculosis HTS -1%, Salmonella PhoP GFP -4% and inhibitors of VEEV 11%.
For N#Cc1sc2nc(-c3cccs3)cc(-c3ccc(Cl)cc3)c2c1N the results were influenza NS1A -2%, M. tuberculosis 13%, M. tuberculosis HTS -3%, Salmonella PhoP GFP -10% and inhibitors of VEEV inactive.
For COC(=O)C1CCN(S(=O)(=O)Cc2ccccc2)CC1 the results were influenza NS1A -19%, M. tuberculosis -35%, M. tuberculosis HTS -5%, Salmonella PhoP GFP -8% and inhibitors of VEEV 0.3%.
For COc1ccc(NC(=O)CCN2C(=O)C3C4CCC(C4)C3C2=O)cc1 (centres undefined) the results were influenza NS1A -3%, M. tuberculosis -3%, M. tuberculosis HTS 21%, Salmonella PhoP GFP 7% and inhibitors of VEEV inactive.
Cc1cccc(-n2nnc(C(=O)NCc3ccccc3Cl)c2N)c1 was read as influenza NS1A 6%, M. tuberculosis -17%, M. tuberculosis HTS -4%, Salmonella PhoP GFP -3% and inhibitors of VEEV 0.9%.
`Cc1ccccc1NCCC(=O)Nc1ccc(Cl)cc1` gave influenza NS1A -4%, M. tuberculosis 22%, M. tuberculosis HTS 7%, Salmonella PhoP GFP 11% and inhibitors of VEEV inactive.
`COc1ccc(NC2CC(=O)N(C(C)C)C2=O)cc1` (centres undefined) gave influenza NS1A 8%, M. tuberculosis 4%, M. tuberculosis HTS inconclusive, Salmonella PhoP GFP 1% and inhibitors of VEEV 2.1%.
CC(=NNC(=S)N1CCCCC1)c1cccc(C)n1 was read as influenza NS1A 3.8µM* and inhibitors of VEEV 3.0%.
`CCN(c1ccccc1)S(=O)(=O)c1ccc(C(=O)NNC(=O)c2ccccc2F)cc1` gave influenza NS1A -3%, M. tuberculosis 37%, M. tuberculosis HTS -1% and inhibitors of VEEV inactive.
CN(C)n1cccc1/C=C(\C#N)S(=O)(=O)c1ccc(Cl)cc1 was read as M. tuberculosis 4%, M. tuberculosis HTS 13%, Salmonella PhoP GFP -4% and inhibitors of VEEV 0.2%.
`CN1C(=O)NC(c2cccc(F)c2)C2=C1CC(C)(C)CC2=O` (centres undefined) gave influenza NS1A -2%, M. tuberculosis -11%, M. tuberculosis HTS -2%, Salmonella PhoP GFP -1% and inhibitors of VEEV 0.6%.
Screening CCCCC(=O)N/N=C/c1c(O)n(C2CC2)c(=S)[nH]c1=O returned influenza NS1A -5%, M. tuberculosis 14%, M. tuberculosis HTS 5%, Salmonella PhoP GFP -6% and inhibitors of VEEV 0.8%.
Screening Cc1ccccc1NC(=O)CSc1nnc(CNC(=O)c2ccc3c(c2)OCO3)n1C returned influenza NS1A -2%, M. tuberculosis 1%, M. tuberculosis HTS 9%, Salmonella PhoP GFP -6% and inhibitors of VEEV 2.4%.
Screening COc1ccc(S(=O)(=O)N2CCCCCC2)cc1C(=O)NCCOc1ccc(C)cc1 returned influenza NS1A -4%, M. tuberculosis 0%, M. tuberculosis HTS -5%, Salmonella PhoP GFP 4% and inhibitors of VEEV inactive.
Screening Cc1sc2nc(C3CC3)nc(N3CCN(C(=O)c4ccccc4F)CC3)c2c1C returned influenza NS1A 7%, M. tuberculosis 18%, M. tuberculosis HTS 11%, Salmonella PhoP GFP 10% and inhibitors of VEEV 9.5%.
For CC(C)[C@H](NC(=O)c1ccccc1)C(=O)OCC(=O)Nc1sccc1C(N)=O the results were influenza NS1A 3%, M. tuberculosis 23%, M. tuberculosis HTS -7% and inhibitors of VEEV 0.8%.
CCCc1cc(=O)oc2cc(OCC(=O)N3CCN(C(=O)C4COc5ccccc5O4)CC3)ccc12 (centres undefined) was read as influenza NS1A 8%, M. tuberculosis 37%, M. tuberculosis HTS 31%, Salmonella PhoP GFP 3% and inhibitors of VEEV 8.7%.
`CC1(C)CC(=O)C2=C(C1)N(CC1CCCO1)C(=O)NC2(C(F)(F)F)C(F)(F)F` (centres undefined) gave influenza NS1A -6%, M. tuberculosis -11%, M. tuberculosis HTS 6%, Salmonella PhoP GFP 1% and inhibitors of VEEV 0.6%.
Screening Cc1nc(C)c(Oc2ccc(Cl)cc2Cl)c(=O)[nH]1 returned influenza NS1A 2%, M. tuberculosis -5%, M. tuberculosis HTS 2%, Salmonella PhoP GFP 17% and inhibitors of VEEV 0.4%.
For CCC(C)NC(=O)c1ccc(NC(=O)C2CCCO2)cc1 (centres undefined) the results were influenza NS1A 15%, M. tuberculosis 10%, M. tuberculosis HTS -2%, Salmonella PhoP GFP -6% and inhibitors of VEEV 4.9%.
`CN1C2CCC1CC(=NO)C2` gave influenza NS1A 7%, M. tuberculosis -2%, M. tuberculosis HTS -4%, Salmonella PhoP GFP -4% and inhibitors of VEEV inactive.
For NC(=O)NC(=O)COC(=O)c1cccc(NS(=O)(=O)/C=C/c2ccccc2)c1 the results were influenza NS1A 7%, M. tuberculosis 10%, M. tuberculosis HTS 0%, Salmonella PhoP GFP -9% and inhibitors of VEEV inactive.
COc1ccc(COC(=O)CCNC(=O)c2ccc(Cl)cc2)cc1 was read as influenza NS1A -10%, M. tuberculosis 8.2µM*, M. tuberculosis HTS 59µM*, Salmonella PhoP GFP 6% and inhibitors of VEEV 0.4%.

A run of entries taken from the entries so far, for reference:
Cc1ccc(-c2csc3ncn(CC(=O)NCC(c4ccco4)N4CCCC4)c(=O)c23)cc1 (centres undefined) was read as influenza NS1A -2%, M. tuberculosis 34%, M. tuberculosis HTS -7% and inhibitors of VEEV inactive.
For CN(CCc1ccccn1)C(=O)c1cc(COc2ccc(F)cc2F)on1 the results were influenza NS1A -5%, M. tuberculosis 19%, M. tuberculosis HTS 9%, Salmonella PhoP GFP -1% and inhibitors of VEEV 0.3%.

Remaining list, next part
`COc1ccc(-n2ccnc(SCC(=O)NC3CCCCC3)c2=O)cc1` gave influenza NS1A -5%, M. tuberculosis 10%, M. tuberculosis HTS 6%, Salmonella PhoP GFP 5% and inhibitors of VEEV 1.9%.
For CC(C)(C)c1ccc(Oc2ccc(NC(=O)C3CC=CCC3C(=O)O)cc2)cc1 (centres undefined) the results were influenza NS1A -4%, M. tuberculosis 30%, M. tuberculosis HTS -6%, Salmonella PhoP GFP -1% and inhibitors of VEEV 1.2%.
`CC(=O)NN1C(=O)/C(=C\c2ccc(Cl)cc2)SC1=S` gave influenza NS1A 10%, M. tuberculosis -7%, M. tuberculosis HTS 6%, Salmonella PhoP GFP 1% and inhibitors of VEEV 0.3%.
Screening CCN(C(=O)COC(=O)C1CCN(S(=O)(=O)c2ccc3c(c2)OCCO3)CC1)C1CCCCC1 returned influenza NS1A -12%, M. tuberculosis 24%, M. tuberculosis HTS 4%, Salmonella PhoP GFP -1% and inhibitors of VEEV 1.6%.
Screening Cc1ccc(-n2c(=S)[nH]c3[nH]ncc3c2=O)cc1 returned influenza NS1A -10%, M. tuberculosis 6%, M. tuberculosis HTS 0%, Salmonella PhoP GFP 0% and inhibitors of VEEV 1.2%.
CCCCn1c(N)c(N(CC(C)C)C(=O)c2ccc(-c3ccc(C(C)=O)cc3)o2)c(=O)[nH]c1=O was read as influenza NS1A 2%, M. tuberculosis -3%, M. tuberculosis HTS -1%, Salmonella PhoP GFP 0% and inhibitors of VEEV 0.4%.
`O=C(COC(=O)c1ccc(F)c(S(=O)(=O)N2CCOCC2)c1)NCc1ccc(Cl)cc1` gave influenza NS1A -2%, M. tuberculosis 15%, M. tuberculosis HTS -12% and inhibitors of VEEV 1.9%.
`CN(C)S(=O)(=O)c1ccc(NC(=O)CN2CCCC2c2ccc3c(c2)OCCCO3)cc1` (centres undefined) gave influenza NS1A -4%, M. tuberculosis 31%, M. tuberculosis HTS -2% and inhibitors of VEEV 0.3%.
N/C(CC(=O)Nc1cc(C(F)(F)F)ccc1Cl)=N\O was read as influenza NS1A -4%, M. tuberculosis -11%, M. tuberculosis HTS -3%, Salmonella PhoP GFP -1% and inhibitors of VEEV inactive.
For Oc1ccccc1C1=NCCNC(C(F)(F)C(F)F)=C1 the results were influenza NS1A -2%, M. tuberculosis 2%, M. tuberculosis HTS 6%, Salmonella PhoP GFP -10% and inhibitors of VEEV 0.1%.
CC(C)Cc1ccccc1S(N)(=O)=O was read as influenza NS1A -2%, M. tuberculosis -15%, M. tuberculosis HTS -4%, Salmonella PhoP GFP -6% and inhibitors of VEEV 0.3%.
Screening Cc1ccc[n+](-c2nc3ccccc3nc2[N-]S(=O)(=O)c2ccccc2)c1 returned influenza NS1A -2%, M. tuberculosis -1%, M. tuberculosis HTS -2%, Salmonella PhoP GFP -11% and inhibitors of VEEV inactive.
Cc1cc(NC(=O)c2ccc3c(c2)OCCO3)ccc1NC(=O)c1cc2ccccc2o1 was read as influenza NS1A -8%, M. tuberculosis 6%, M. tuberculosis HTS 23%, Salmonella PhoP GFP 14% and inhibitors of VEEV 8.5%.
